Compound activity (PubChem)
RXFP1 antag: qHTS Assay for Antagonists of the Relaxin Receptor RXFP1; AID 1259400, 2018; activity change, negative = inhibition, % at 57.5 µM; HEK293-RXFP1, relaxin-stimulated cAMP HTRF, 30 min; stronger effect = lower value; hit rate 0.59% among 350,000;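 active = activity change of -60% or lower, but not beyond a set lower limit; inconclusive = change between -60% and -40%, or beyond the set limit; inactive = change above -40%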; note: % is set by controls: 0 for no effect and ±100 for the full control effect
Vif-A3F inh: qHTS for Inhibitors of Vif-A3F Interactions: qHTS. HeLa A3F-eYFP + Vif (tagged APOBEC3F with the HIV-1 protein that degrades it), YFP fluorescence increase. Potency, µM (series often up to 46.1 µM), inactives show top-dose activity, negative = active. hit rate 0.2% among 390,000. AID 602313, 2012; note: potency is the fitted concentration of half-maximal effect; % of control where 0% means no effect; nearly all actives have a fitted effect of over 65% in size
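HeLa cells stably expressing Vif plus C-terminally eYFP-tagged A3F were seeded, incubated overnight at 37 deg C, dosed with compound, incubated overnight again at 37 deg C. Yellow fluorescence (Ex 488/Em 500-530) reported blocked Vif-mediated A3F-eYFP degradation.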
D2 potentiator: HTS Assay for Positive Allosteric Modulators of the Human D2 Dopamine Receptor: Primary Screen for Potentiators | D(2) dopamine receptor (Homo sapiens), P14416 | HEK293 T-REx D2, calcium flux, EC20 dopamine potentiation | potentiation, % at 10 µM | hit rate 0.34% among 340,000 | AID 485347, 2010;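 active = potentiation over 3 SD above the plate norm, cut at about 30% in these data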; note: 0% is about no effect
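Potentiation of an EC20 dopamine calcium response measured kinetically over 180 s, after a preceding 180 s compound-only read flagging agonists. Cells: inducible Hek293 Trex D2 line, 4000/well, cultured overnight at 30 C before dye loading.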
GRP78 ERSR act: qHTS for Inducers of the Endoplasmic Reticulum Stress Response (ERSR) in Human Glioma: qHTS; U87-MG GRP78 promoter luciferase reporter, 16 h; Potency, µM, inactives show at the highest dose activation, actives largely listed as activators; hit rate 0.02% among 420,000; note: potency is the fitted concentration of half-maximal effect; series mostly up to about 76 µM; % of control where 0% means no effect; nearly all actives have a fitted effect of over 35% in size
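Stably transfected U87-MG glioma cells carrying a GRP78-based luciferase sensor; 16 h compound incubation. Luminescence end-point read 10 min after Bright-Glo addition at room temperature.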
RXFP1 agonist: qHTS Assay for Agonists of the Relaxin Receptor RXFP1 | HEK293T-RXFP1 cAMP TR-FRET, 30 min; response scale: percent of porcine relaxin response, buffer zero | Potency, µM (doses to about 57.5 µM), for the others: at the highest dose activation, hits mostly activators | hit rate 0.3% among 370,000; note: potency is the fitted concentration of half-maximal effect; % is set by controls: 0 for no effect and ±100 for the full control effect; nearly all actives have a fitted effect of over 60% in size; many of its hits are not listed in these tables
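cAMP rise read by TR-FRET after 30 min, 37C compound exposure (up to 58 uM) in RXFP1-transfected HEK293 cells with Ro 20174 present. EC50 from Hill-equation fits, with 29 nM porcine relaxin as 100% and buffer as basal.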
D1 agonist: Allosteric Agonists of the Human D1 Dopamine Receptor: qHTS; D(1A) dopamine receptor (Homo sapiens), P21728; HEK293 T-REx D1 cells, calcium flux, agonist mode; activation, % at 2 µM; hit rate 1% among 360,000; in the data active = activation above about 30%; note: 0% is about no effect
Target sequence (P21728 whole entry, looked up): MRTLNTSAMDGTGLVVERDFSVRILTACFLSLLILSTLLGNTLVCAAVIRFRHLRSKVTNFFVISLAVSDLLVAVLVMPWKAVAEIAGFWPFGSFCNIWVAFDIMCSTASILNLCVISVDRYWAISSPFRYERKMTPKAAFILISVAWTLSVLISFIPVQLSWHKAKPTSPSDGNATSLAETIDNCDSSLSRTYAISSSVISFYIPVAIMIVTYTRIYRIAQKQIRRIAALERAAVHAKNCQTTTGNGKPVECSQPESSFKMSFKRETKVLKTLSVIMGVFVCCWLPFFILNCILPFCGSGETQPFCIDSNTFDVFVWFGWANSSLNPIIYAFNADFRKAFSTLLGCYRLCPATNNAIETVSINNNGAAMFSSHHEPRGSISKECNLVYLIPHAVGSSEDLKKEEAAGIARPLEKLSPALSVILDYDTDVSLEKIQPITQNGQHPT
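Tetracycline-induced HEK293 TREx D1 cells, force-coupled to calcium signalling, were dye-loaded with a no-wash calcium kit. Compound was pin-added after a 10 s baseline. Fluorescence was read kinetically at 1 cycle/s for 180 s, with calcium rises flagged as agonism.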
D1 PAM: Potentiators of Human D1 Dopamine Receptor: qHTS. D(1A) dopamine receptor (Homo sapiens), P21728. HEK293 TREx D1 cells, calcium flux, dopamine EC20 potentiation. potentiation, % at 10 µM. hit rate 0.036% among 360,000. AID 504651, 2011; in the data active = potentiation above about 30%; note: 0% is about no effect
Vif-APOBEC3G blk: qHTS for Inhibitors of Vif-A3G Interactions: qHTS. Potency, µM (series often up to 46.1 µM), inactives show top-dose activity, negative = active, most hits filed as inhibitors. hit rate 0.076% among 410,000. DNA dC->dU-editing enzyme APOBEC-3G (Homo sapiens), Q9HC16. AID 602310, 2012. HeLa A3G-eYFP + Vif (tagged APOBEC3G with the HIV-1 protein that degrades it), YFP fluorescence, overnight;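 note: potency is the fitted concentration of half-maximal effect; % is set by controls: 0 for no effect and ±100 for the full control effect; nearly all actives have a fitted effect of over 60% in size; hits raise eYFP signal because A3G escapes Vif-driven loss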
Target sequence (Q9HC16 whole entry, looked up): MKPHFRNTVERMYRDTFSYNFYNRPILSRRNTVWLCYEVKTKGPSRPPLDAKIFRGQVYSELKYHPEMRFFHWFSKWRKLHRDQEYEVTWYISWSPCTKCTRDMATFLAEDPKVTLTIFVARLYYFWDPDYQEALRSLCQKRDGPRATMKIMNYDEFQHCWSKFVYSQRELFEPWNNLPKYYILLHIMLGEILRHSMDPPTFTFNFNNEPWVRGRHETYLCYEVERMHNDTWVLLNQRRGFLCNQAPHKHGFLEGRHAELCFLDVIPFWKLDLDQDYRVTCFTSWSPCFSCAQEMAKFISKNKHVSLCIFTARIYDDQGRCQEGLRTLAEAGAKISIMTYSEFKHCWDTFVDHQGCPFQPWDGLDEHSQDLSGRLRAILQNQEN
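Read-out is eYFP fluorescence (Ex 488/Em 500-530) from Vif-expressing HeLa A3G-eYFP cells; more signal means A3G escaped Vif-mediated degradation. Cells plated overnight, compound pinned in, incubated overnight at 37 deg C.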
D1 antag: Antagonist of Human D 1 Dopamine Receptor: qHTS. activity change, negative = inhibition, % at 10 µM. hit rate 3.2% among 360,000. HEK293 TREx D1 cells, calcium flux, dopamine EC80; stronger effect = lower value; in the data active = activity change below about -30%; note: % is set by controls: 0 for no effect and ±100 for the full control effect
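HEK293 T-REx cells expressing inducible, force-coupled D1 receptor; no-wash Ca dye, 30–90 min RT. Cmpd → 180 s read at 1 Hz → EC80 DA → 180 s read.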
The depositor's hits bear a star; ? = inconclusive; · = no result given. Unless noted, calls come from the whole dose curve; as a rule, active = well fitted curve in the direction sought with a large enough effect; inconclusive = small, poorly fitted or top-dose-only effect, or another doubt; inactive = no such curve, though single readings can be large; an effect the other way counts as inactive or inconclusive. A portion of the library; rates above refer to the full screens.

SMILES	RXFP1 antag	Vif-A3F inh	D2 potentiator	GRP78 ERSR act	RXFP1 agonist	D1 agonist	D1 PAM	Vif-APOBEC3G blk	D1 antag
CCn1c(=O)[nH]c2cc(C(=O)N3CCN(c4ccccc4)CC3)ccc2c1=O	6	-11%	-2	-1%	0.6%	-1	2	1%	-9
CC(NC(=O)c1ccc2c(c1)CCN2S(C)(=O)=O)c1ccccc1 (stereo not drawn)	·	1%	15	-2%	-6.0%	1	0	0%	0
CC(=O)Nc1ccc(S(=O)(=O)NCc2nc(-c3ccccc3Cl)no2)cc1	9	-6%	7	-3%	-0.5%	2	-5	2%	-7
Cc1c(CCC(=O)N2CCCCC2)c(=O)oc2cc3occ(C(C)(C)C)c3cc12	0	-2%	8	-3%	6.4%	1	2	4%	-5
CC(=O)N1CCN(C(=O)c2cc(C)oc2C)CC1	0	-2%	·	1%	·	·	·	5%	·
COC(=O)c1sccc1NC(=O)CN1CCN(c2ccc(F)cc2)CC1	-13	6%	5	-8%	6.6%	2	1	4%	10
Cc1ccc2cc(C(c3nnnn3C(C)(C)C)N3CCCCCC3)c(=O)[nH]c2c1 (stereo not drawn)	18	0%	-5	-1%	4.2%	1	1	-7%	-9
CC(=O)c1cccc(NC(=O)CCn2c(=O)oc3ccccc32)c1	-5	3%	-11	0%	0.2%	1	3	4%	2
OC1(C#CCN2CCCC2)c2ccccc2-c2ccccc21	3	3%	-12	-3%	0.2%	4	-3	1%	2
Cc1nc2nc(-c3ccccc3)nn2c(C)c1C	2	6%	·	2%	·	·	·	2%	·
COc1cc(C(=O)NCC(c2cccs2)N2CCOCC2)ccc1OCc1ccc(Cl)cc1 (stereo not drawn)	3	-1%	·	-7%	·	·	·	0%	·
CCOC(=O)CNC(=O)CSc1nc(C(C)C)nc2c1cnn2-c1ccccc1	-1	-6%	·	-1%	·	·	·	2%	·

As a working copy, some entries already given.
SMILES	RXFP1 antag	Vif-A3F inh	D2 potentiator	GRP78 ERSR act	RXFP1 agonist	D1 agonist	D1 PAM	Vif-APOBEC3G blk	D1 antag
Cc1c(CCC(=O)N2CCCCC2)c(=O)oc2cc3occ(C(C)(C)C)c3cc12	0	-2%	8	-3%	6.4%	1	2	4%	-5
CC(=O)N1CCN(C(=O)c2cc(C)oc2C)CC1	0	-2%	·	1%	·	·	·	5%	·
COC(=O)c1sccc1NC(=O)CN1CCN(c2ccc(F)cc2)CC1	-13	6%	5	-8%	6.6%	2	1	4%	10
Cc1ccc2cc(C(c3nnnn3C(C)(C)C)N3CCCCCC3)c(=O)[nH]c2c1 (stereo not drawn)	18	0%	-5	-1%	4.2%	1	1	-7%	-9
CC(=O)c1cccc(NC(=O)CCn2c(=O)oc3ccccc32)c1	-5	3%	-11	0%	0.2%	1	3	4%	2
OC1(C#CCN2CCCC2)c2ccccc2-c2ccccc21	3	3%	-12	-3%	0.2%	4	-3	1%	2
Cc1nc2nc(-c3ccccc3)nn2c(C)c1C	2	6%	·	2%	·	·	·	2%	·
COc1cc(C(=O)NCC(c2cccs2)N2CCOCC2)ccc1OCc1ccc(Cl)cc1 (stereo not drawn)	3	-1%	·	-7%	·	·	·	0%	·
CCOC(=O)CNC(=O)CSc1nc(C(C)C)nc2c1cnn2-c1ccccc1	-1	-6%	·	-1%	·	·	·	2%	·

The listing continues.
SMILES	RXFP1 antag	Vif-A3F inh	D2 potentiator	GRP78 ERSR act	RXFP1 agonist	D1 agonist	D1 PAM	Vif-APOBEC3G blk	D1 antag
Cc1ccn2c(Nc3ccc4c(c3)OCO4)c(-c3ccc(Cl)cc3)nc2c1	6	-8%	-4	-1%	15%	1	2	-1%	7
CC(=O)N1c2ccc(S(=O)(=O)NC(CC(=O)O)c3ccc(Br)cc3)cc2CC1C (stereo not drawn)	19	-4%	4	-5%	0.3%	4	-5	0%	3
CC1CCN(C(=O)Cn2cc([N+](=O)[O-])ccc2=O)c2ccccc2S1 (stereo not drawn)	12	-1%	·	-1%	·	·	·	2%	·
COc1ccccc1NC(=O)c1ccc(C(=O)Nc2ccccc2OC)nc1	1	-5%	-6	-4%	1.7%	-3	-9	?	12
CCn1nc(C)c(/C=N/NC(=O)c2ccc3c(c2)c(C)c(C)n3Cc2ccccc2)c1C	1	-4%	2	-9%	3.6%	1	-6	-7%	-25
O=C(Cc1cccs1)NCCc1ccc(F)cc1	1	-12%	4	0%	0.5%	5	-2	0%	-1
COc1cc(Cl)c(C)cc1NC(=O)COC(=O)C(NS(=O)(=O)c1ccc(Cl)cc1)C(C)O (stereo not drawn)	-2	-22%	-17	-5%	1.9%	2	0	-1%	-9
CC(C)CNS(=O)(=O)c1ccc2c(c1)OCCO2	-11	-18%	-3	-5%	0.1%	-2	-2	2%	·
Cc1cc(C(=O)NNC(=O)C(CCC(N)=O)NS(=O)(=O)c2ccc(Cl)cc2)c(C)o1 (stereo not drawn)	-19	2%	·	0%	·	·	·	0%	·
CCOc1cc(/C=N/NC(=O)Nc2ccccc2)ccc1O	-19	-1%	-6	4%	-1.3%	1	-5	-5%	-24
CC1Cc2ccccc2N1C(=O)C(C)n1cc(C(F)(F)F)cc(Cl)c1=O (stereo not drawn)	-10	-17%	-2	-4%	-0.8%	1	4	-2%	4
O=S(=O)(c1ccc2[nH]ccc2c1)N1CCCCCC1	5	-2%	0	-5%	0.3%	1	-2	-1%	-30*
CCc1ccc(OC(C)C(=O)N(Cc2ccccc2)C2CCS(=O)(=O)C2)cc1 (stereo not drawn)	-10	-1%	1	0%	4.0%	0	0	7%	12
COc1cccc(C2NC(=O)NC(O)(C(F)(F)F)C2C(=O)c2cccnc2)c1OC (stereo not drawn)	-7	-9%	-9	-4%	1.8%	4	-5	0%	-13
COc1ccc(Cl)cc1NC(=O)c1sc(-n2nc(C)c(Cc3ccccc3)c2C)nc1C	2	6%	-8	-2%	-0.1%	0	1	-6%	-22
O=C(O)CCC1(CCC(=O)O)CCCC(CCC(=O)O)(CCC(=O)O)C1=O	-17	1%	·	-2%	·	·	·	1%	·
CC/C(=N/NC(=O)c1ccc(Br)o1)c1ccc(Cl)cc1	·	4%	5	3%	1.3%	2	-4	0%	-16
O=S(=O)(c1ccc2c(c1)N(Cc1ccc(Cl)cc1)C1CCCN21)N1CCOCC1 (stereo not drawn)	-2	-9%	10	-5%	13%	1	-2	-1%	-1
O=C(c1cnn2ccccc12)N(Cc1ccco1)C1CCCC1	·	-1%	9	-5%	1.9%	2	0	2%	7
CC(O)CNCCNCc1c(OCc2ccccc2)ccc2ccccc12 (stereo not drawn)	-15	-18%	32*	-5%	0.3%	122*	-4	2%	3
CCCCCCn1c(=O)n2n(c1=O)[C@@H]1CN(S(=O)(=O)c3ccc(C)cc3)C[C@]1(O)[C@@H](OC(=O)NC1CCCC1)C2	-20	-10%	·	7%	·	·	·	-6%	·
Clc1cc(NCc2cccs2)ccc1N1CCOCC1	-19	2%	-5	1%	1.8%	4	-5	0%	-9
Cc1nc2ccccc2n1CC(=O)NC1CCCC1	-10	-7%	2	-3%	-1.8%	2	-1	7%	-10
CCC(=O)c1c[nH]c(C(=O)NCc2cccc(C(F)(F)F)c2)c1	-14	8%	12	-4%	-0.9%	7	3	1%	5
CCOC(=O)c1c(NC(=O)C2CC2)sc(C)c1CC	-17	-28%	-4	-1%	0.0%	2	-2	-6%	18
Cc1ccc(NNC(=O)c2cc(C)on2)c(C)c1	1	-5%	7	-4%	-0.3%	4	-1	-5%	4
COc1ccc(OCCN(C)Cc2c(O)ccc3ccccc23)cc1	-11	-15%	-13	1%	-1.4%	-2	-5	-7%	1
CCn1c(SCC(=O)Nc2ccc(C)cc2)nc2nc3c(cc2c1=O)COC(C)(C)C3	-10	0%	-9	-2%	-3.5%	3	-2	-3%	-6
N#Cc1c(NC(NC(=O)c2ccco2)C(=O)c2ccccc2)sc2c1CCCC2 (stereo not drawn)	-19	1%	-3	2%	1.3%	3	2	0%	-6
Cn1c(SCc2nc(-c3ccccc3)no2)nnc1-c1ccco1	2	0%	14	0%	2.9%	2	-7	2%	-3
CC1(c2ccccc2Br)NC(=O)N(CC(=O)NC2CCCCC2)C1=O (stereo not drawn)	-6	-1%	13	4%	0.8%	0	-2	1%	-2
CN1C(=O)/C(=C2\SC(=S)N(C(CCC(=O)O)C(=O)O)C2=O)c2ccccc21 (stereo not drawn)	5	1%	16	-3%	1.3%	7	-1	4%	-1
CCOc1cc(Br)ccc1S(=O)(=O)NCc1ccccc1	1	-15%	-4	-2%	4.0%	4	-3	-3%	-9
Cc1ccc(-c2nc3cc(N)ccc3o2)cc1Br	-13	3%	4	-2%	6.8%	1	-7	-1%	18
CCOc1ccc(-n2nc(CO)c(C(=O)NCc3cccc(OC)c3)n2)cc1	-39	1%	-22	0%	3.6%	3	0	-6%	3
COc1ccc2nc(NC(=O)CSc3nc(C)cc(C)n3)sc2c1	-13	·	8	0%	1.1%	1	0	-7%	-5
Cc1cc(N2CCCCC2)nc2ccc(NC(=O)/C=C/c3ccc(OCCC(C)C)cc3)cc12	-2	-9%	-21	-2%	1.3%	0	0	1%	4
